High-throughput results (PubChem)
HttQ103 aggreg – inhibitors of mutant huntingtin aggregate formation in PC12 cells; Potency, µM (titrated, usually from 46.1 µM), for inactives: at the highest dose activity change, negative = inhibition, actives largely listed as inhibitors; PC12 HttQ103-GFP aggregates, Acumen cytometry, 40 h; 220,000 compounds, 1.1% hits; note: % is set by controls: 0 for no effect and ±100 for the full control effect; nearly all actives have a fitted effect of over 60% in size
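Compounds (qHTS titration) were added to PC12 cells expressing an ecdysone-driven HTT exon 1 Q103–GFP fusion after induction with 100 nM tebufenozide. Aggregate formation was measured as GFP objects in cell lysates.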
GAA glycogen – alters human alpha-glucosidase cleavage of glycogen. P10253. recombinant GAA, glycogen substrate, Amplex Red glucose oxidase fluorescence. Potency, µM (highest dose often 76.4 µM), for the others: at the top dose activity change, negative = inhibition, usual class: inhibitors. 300,000 compounds, 0.38% hits;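 note: 0% = full enzyme reaction and -100% = no-enzyme basal signal; the screen sought inhibitors and activators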
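Natural-substrate format: glycogen cleavage by 4 nM human enzyme, glucose read by Amplex Red coupling (Ex 573, Em 610 nm). Normalized to enzyme and no-enzyme controls.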
HTT cytoprotect – Huntington cell model cytoprotection by ATP luminescence | AID 1471 | PC12 HTT-Q103 induced, cytoprotection, ATP luminescence, 40 h | 230,000 compounds, 0.14% hits | Potency, µM (titrated, usually from 56.4 µM), without a hit: cytoprotection (ATP increase), hits mostly activators;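 note: % of control where 0% means no effect; nearly all actives have a fitted effect of over 45% in size; toxic huntingtin expression switched on by the ecdysone agonist tebufenozide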
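Huntington model: PC12 line, ecdysone-inducible HTTQ103 exon1–GFP, tebufenozide 100 nM. Test articles in a dose series. Endpoint luminescence from cellular ATP.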
GAA spleen mod – inhibits or activates alpha-glucosidase in human spleen homogenate; human spleen homogenate, 4-MU-alpha-glucoside fluorescence; Potency, µM (series often up to 79.9 µM), inactives show at the highest dose activity change, negative = inhibition, most hits filed as inhibitors; 240,000 compounds, 0.006% hits; AID 2112; P10253;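 note: 0% = enzyme with vehicle and -100% = no enzyme basal signal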
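Enzyme source: human spleen homogenate, 1 ug/well. Buffer 50 mM citric acid/K phosphate pH 5.0, 0.01% Tween-20. 4-MU-alpha-glucoside 1 mM; 37 C x 40 min; NaOH/glycine stop; fluorescence.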
IMPase Li inh – membrane-permeable IMPase blocker, potentiated with lithium. CHO-M1 cells, IP1 TR-FRET (IP-One), carbachol + lithium. Potency, µM (titrated, usually from 59.4 µM), inactives show at the highest dose activity, negative = IMPase inhibition, most hits filed as inhibitors. 210,000 compounds, 0.35% hits. AID 1457;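 note: IP1 builds up when IMPase is blocked and the TR-FRET signal falls; plate controls were basal vehicle for no effect and high inhibitor control for full effect; nearly all actives have a fitted effect of over 50% in size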
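Concentration–response in CHO-M1 cells, lithium-potentiated; 30 min at 37C. IP1 detected by competitive TR-FRET after 10 min lysis at RT. Hill-fitted AC50.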
GAA inhib – blocks human lysosomal alpha-glucosidase; purified human GAA, 4-MU-alpha-glucoside fluorescence; Potency, µM (top dose mostly 76.9 µM), for the others: at the top dose activity change, negative = inhibition, hits mostly inhibitors; 200,000 compounds, 0.005% hits; P10253;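 note: plate controls were uninhibited enzyme wells for no effect and no-enzyme background for full effect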
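Fluorogenic assay: 4 nM human alpha-glucosidase with 400 uM 4-methylumbelliferyl-alpha-D-pyranoside in 50 mM citrate/phosphate, 0.005% Tween-20, pH 5.0, 20 min at room temperature. Compounds tested up to 77 uM; AC50 from Hill fits.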
RGS12 GoLoco inh – RGS12 GoLoco-Gai1 interaction inhibition; Gai1:RGS12 GoLoco peptide FP, rhodamine, 10 min; AID 880; Potency, µM (doses to about 61.6 µM), without a hit: at the highest dose activity, negative = inhibition, actives largely listed as inhibitors; 230,000 compounds, 0.44% hits; active = well fitted inhibition curve with a large enough effect, not every such curve was filed as active; inactive = no such curve, though single readings can be large or run the other way; note: % is set by controls: 0 for no effect and ±100 for the full control effect; nearly all actives have a fitted effect of over 30% in size; many of its hits are not listed in these tables
Target sequence (P63096 whole entry, looked up): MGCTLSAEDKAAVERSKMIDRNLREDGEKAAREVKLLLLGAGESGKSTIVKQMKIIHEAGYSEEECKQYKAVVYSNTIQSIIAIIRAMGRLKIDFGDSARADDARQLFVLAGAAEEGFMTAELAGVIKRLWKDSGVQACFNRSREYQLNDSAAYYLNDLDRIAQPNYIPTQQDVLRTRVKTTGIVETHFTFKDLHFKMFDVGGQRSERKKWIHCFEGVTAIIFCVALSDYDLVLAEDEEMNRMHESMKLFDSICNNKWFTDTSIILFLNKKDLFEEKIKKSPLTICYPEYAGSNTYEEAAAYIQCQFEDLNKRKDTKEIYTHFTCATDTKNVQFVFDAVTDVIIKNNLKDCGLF
The depositor's hits bear a star; ? = inconclusive; · = no result given; [ ] = dose if it differs, or a comment. Unless noted, calls come from the whole dose curve; as a rule, active = well fitted curve in the direction sought with a large enough effect; inconclusive = small, poorly fitted or top-dose-only effect, or another doubt; inactive = no such curve, though single readings can be large; an effect the other way counts as inactive or inconclusive. Potency is the fitted concentration of half-maximal effect. These rows are one share of the data (hit frequency here may not be typical).

SMILES | HttQ103 aggreg | GAA glycogen | HTT cytoprotect | GAA spleen mod | IMPase Li inh | GAA inhib | RGS12 GoLoco inh
COc1ccc(C)cc1NC(=O)c1ccc(NS(=O)(=O)c2cccc3cccnc23)cc1 | -11%[9.22 µM] | -8% | -7%[10 µM] | -2% | · | · | 19%
COC(=O)C1=CN(C2CC2)C=C(C(=O)OC)C1c1ccc(C(F)(F)F)cc1 | -17%[9.22 µM] | -4% | -13%[10 µM] | 4% | 16% | ? | -3%
Cc1nn(-c2ccccn2)c(N)c1N=O | -1%[9.22 µM] | 6% | 16%[10 µM] | -3% | · | · | -4%
C=Cc1cccc(NC(=O)COc2ccccc2)c1 | -9% | 3% | -5%[10 µM] | -4% | -11%[38.3 µM] | 0% | -3%
N#CC1=C(N)OC2=C(C(=O)CCC2)C1CCc1ccccc1 (stereo not drawn) | -22% | 0% | 9% | 4% | 20%[38.3 µM] | 3% | 22%
O=C(Nc1cnccn1)c1cccc(C(F)(F)F)c1 | 2% | 5% | -2% | -2% | 13%[38.3 µM] | -17% | 9%
COc1cccc(NS(=O)(=O)c2ccc3[nH]cc(C(=O)NCCCOC(C)C)c(=O)c3c2)c1 | -4% | ? | -3% | 3% | 5%[38.3 µM] | -5%[15.4 µM] | 9%
Cc1cc(Br)ccc1OCCN1CC(C)OC(C)C1 (stereo not drawn) | -4% | 3% | 3%[10 µM] | -4% | 5% | 2% | 0%
Cc1cc(C)cc(Nc2ncc3c(n2)CC(c2ccco2)CC3=O)c1 (stereo not drawn) | 4% | 1% | -17%[0.074 µM] | -7% | 15%[38.3 µM] | ? | -1%
Cc1ccc(NC(=O)N(Cc2ccco2)Cc2cc3cc(C)cc(C)c3nc2Cl)cc1 | -19% | 0% | 8%[10 µM] | -2% | 15% | ? | -7%
FC(F)Sc1ccc(NC(=S)NC2CCCC2)cc1 | -17% | -2% | -63%[inhibitor] | 4% | 19% | -6% | 2%
COc1ccccc1-n1nc(C(=O)NCc2ccco2)c2ccccc2c1=O | -24% | -1% | -33% | -1% | 5%[38.3 µM] | 0% | -13%
CC(=O)NC(Cc1ccccc1)C(=O)OCC(=O)c1ccccc1 (stereo not drawn) | 9% | 6% | 16%[10 µM] | -1% | 1% | -7%[15.4 µM] | 7%
COc1ccc2c(c1OC)C(=O)N1N=C(c3ccc(O)cc3)CC21 (stereo not drawn) | 20% | -7% | 28%[10 µM] | -22% | -8% | ? | -7%
O=C1CC(c2ccccc2)c2ccccc21 (stereo not drawn) | 6% | -1% | 4%[10 µM] | 3% | 1% | -14% | 1%
C=CCn1c(CNC(=O)c2ccco2)nnc1SCC(=O)Nc1cccc(Br)c1 | -17% | -3% | 1% | -4% | 23%[38.3 µM] | -8% | 12%
CSc1ccccc1Nc1ncnc(N)n1 | 13%[9.22 µM] | 7% | 16%[10 µM] | 0% | · | -2% | 9%
CCC(CC)NC(=O)Nc1ccc(F)c(Cl)c1 | -12% | 1% | · | 2% | 13% | -16% | 13%
COc1ccc(C2N(c3cc(Cl)ccc3OC)C(=O)C3CCCN32)c(OC)c1 (stereo not drawn) | -20% | -14% | -25% | -3% | 5%[38.3 µM] | 1% | 11%
O=C(CSc1ccc2c(c1)OCCO2)Nc1ccc2c(c1)OCO2 | 9% | 0% | 4% | 1% | 21%[38.3 µM] | -3% | -6%
Cn1c(=NC(=O)CCl)sc2ccccc21 | 16%[9.22 µM] | 1% | -119%[inhibitor] | -6% | -9%[38.3 µM] | 7% | 4%
N#Cc1ccc(CSc2nnc3[nH]c(=O)cc(N)n23)cc1 | 21% | 12% | · | 4% | 1% | -6% | -5%
Cc1ccccc1Nc1cc(=O)oc2ccccc12 | -30% | 3% | -17% | 1% | 46%[activator][38.3 µM] | -6% | 5%
Cc1cccc(NC(=O)c2ccc(C(=O)c3ccccc3)o2)c1 | ? | -7% | -36%[inhibitor] | 3% | -2% | -2% | 6%
Cc1cc(C=O)c(C)n1-c1ccc(N2CCOCC2)cc1 | -4% | 4% | 17%[10 µM] | -2% | 0% | 3% | -5%
O=C(NN1CCOCC1)C12CC3CC(CC(C3)C1)C2 | -13% | 2% | 6%[10 µM] | 0% | -8% | -16% | 2%
O=C(NCc1ccccc1)c1cccc(S(=O)(=O)N2CCOCC2)c1 | -13% | -4% | 3%[10 µM] | -13% | 9%[38.3 µM] | 6% | 0%
O=C1NN(c2cccc(Br)c2)C(=O)/C1=C/c1ccc(-c2cc([N+](=O)[O-])ccc2O)o1 | -23%[9.22 µM] | -3% | 30%[10 µM] | -1% | · | · | 84%[activator]
COc1ccc(Cl)cc1NC(=O)CN1CCCCCC1 | -11% | -1% | -44%[inhibitor] | · | 22% | -10% | -2%
Cn1c(Cc2ccccc2)nnc1SCC(=O)NC1CCCCC1 | 3% | 4% | -4% | 3% | 27%[38.3 µM] | -1% | 0%

14 compounds from above, arranged by SMILES length, ascending.
SMILES | HttQ103 aggreg | GAA glycogen | HTT cytoprotect | GAA spleen mod | IMPase Li inh | GAA inhib | RGS12 GoLoco inh
CSc1ccccc1Nc1ncnc(N)n1 | 13%[9.22 µM] | 7% | 16%[10 µM] | 0% | · | -2% | 9%
O=C1CC(c2ccccc2)c2ccccc21 (stereo not drawn) | 6% | -1% | 4%[10 µM] | 3% | 1% | -14% | 1%
Cn1c(=NC(=O)CCl)sc2ccccc21 | 16%[9.22 µM] | 1% | -119%[inhibitor] | -6% | -9%[38.3 µM] | 7% | 4%
Cc1ccccc1Nc1cc(=O)oc2ccccc12 | -30% | 3% | -17% | 1% | 46%[activator][38.3 µM] | -6% | 5%
CCC(CC)NC(=O)Nc1ccc(F)c(Cl)c1 | -12% | 1% | · | 2% | 13% | -16% | 13%
COc1ccc(Cl)cc1NC(=O)CN1CCCCCC1 | -11% | -1% | -44%[inhibitor] | · | 22% | -10% | -2%
O=C(NN1CCOCC1)C12CC3CC(CC(C3)C1)C2 | -13% | 2% | 6%[10 µM] | 0% | -8% | -16% | 2%
Cc1cc(C=O)c(C)n1-c1ccc(N2CCOCC2)cc1 | -4% | 4% | 17%[10 µM] | -2% | 0% | 3% | -5%
N#Cc1ccc(CSc2nnc3[nH]c(=O)cc(N)n23)cc1 | 21% | 12% | · | 4% | 1% | -6% | -5%
Cc1cccc(NC(=O)c2ccc(C(=O)c3ccccc3)o2)c1 | ? | -7% | -36%[inhibitor] | 3% | -2% | -2% | 6%
COc1ccc2c(c1OC)C(=O)N1N=C(c3ccc(O)cc3)CC21 (stereo not drawn) | 20% | -7% | 28%[10 µM] | -22% | -8% | ? | -7%
C=CCn1c(CNC(=O)c2ccco2)nnc1SCC(=O)Nc1cccc(Br)c1 | -17% | -3% | 1% | -4% | 23%[38.3 µM] | -8% | 12%
COc1ccc(C2N(c3cc(Cl)ccc3OC)C(=O)C3CCCN32)c(OC)c1 (stereo not drawn) | -20% | -14% | -25% | -3% | 5%[38.3 µM] | 1% | 11%
O=C1NN(c2cccc(Br)c2)C(=O)/C1=C/c1ccc(-c2cc([N+](=O)[O-])ccc2O)o1 | -23%[9.22 µM] | -3% | 30%[10 µM] | -1% | · | · | 84%[activator]

Next results follow.
SMILES | HttQ103 aggreg | GAA glycogen | HTT cytoprotect | GAA spleen mod | IMPase Li inh | GAA inhib | RGS12 GoLoco inh
CCN(CC)CCOC(=O)c1ccc(NC(=O)CNC(=O)c2ccccc2)cc1 | 17% | 8% | -20% | 3% | -1% | 2% | 14%
Cn1c(CCC(=O)OCC(=O)NCC(F)(F)F)nc(=O)c2ccccc21 | -1% | 4% | 1%[10 µM] | 2% | 1% | 1% | 7%
O=C(COc1ccc2ccccc2c1Br)NCc1ccccn1 | 26% | 19% | 9% | -5% | -12% | -3% | 0%
c1ccc2c(c1)CCN(Cc1nnnn1Cc1ccc3c(c1)OCO3)C2 | -10% | -11% | -13%[10 µM] | 1% | 8% | -7% | 1%
CC(=O)NCCNc1ncnc2ccc(-c3ccccc3C(F)(F)F)cc12 | · | · | -31%[inhibitor] | 9% | -3% | · | 6%
CCN(CC)C(=O)C1CCCN(c2ccc([N+](=O)[O-])cc2/C=N/NC(=O)c2cccc(O)c2)C1 (stereo not drawn) | 2% | 8% | -21% | -5% | 57%[activator][38.3 µM] | 4% | -6%
COc1cccc(N2CCN(c3c(C#N)c(C(F)(F)F)nn3C)CC2)c1 | 11µM* | 0% | 26% | -11% | 29%[38.3 µM] | -7% | 8%
CCN(c1ccc(OC)cc1)c1ncnc2nc[nH]c12 | 5.6µM* | 3% | -30%[10 µM] | -6% | 28%[38.3 µM] | 2% | -13%
CCCn1c(/C=C/c2ccco2)nc2ccccc21 | -1% | ? | 13%[10 µM] | -5% | 4% | -4% | 156%[activator]
COC(=O)/C=C1\SC(=Nc2ccccc2)NC1=O | 9% | 11% | 20%[0.074 µM] | -5% | -2% | -13% | -5%
O=C(N/N=C1\CCc2ccccc21)c1ccncc1 | -10% | 6% | · | 2% | -1% | -13% | 12%
CS/C(=N\S(=O)(=O)c1ccc(N)cc1)NS(=O)(=O)c1cccs1 | 5% | -8% | -33% | -2% | 6%[38.3 µM] | -4% | -3%
CN(C)c1ncnc2ccc(-c3ccccc3C#N)cc12 | · | · | 6% | -7% | ? | · | -7%
CC(CC(=O)O)CC(=O)Nc1cccc([N+](=O)[O-])c1 (stereo not drawn) | -12%[9.22 µM] | -10% | 10%[10 µM] | 6% | 11% | · | 4%
O=C(CNCc1ccc(Cl)cc1)NCc1ccco1 | -24% | 0% | 32%[10 µM] | -1% | 0% | -6% | 2%
CCOc1ccccc1C1C2CCCCC2(O)CCN1C(=O)c1cccs1 (stereo not drawn) | 5% | 8% | 20%[10 µM] | -8% | -4% | 3% | -26%
C[C@H](Cc1ccc(O)c(O)c1)[C@@H](C)Cc1ccc(O)c(O)c1 | · | · | 23% | -12% | 31%[activator] | · | 11%
COc1ccc2c(C)cc(SCC(=O)Nc3cc(C(N)=O)cc(C(N)=O)c3)nc2c1 | 3%[9.22 µM] | -6% | -6%[10 µM] | 0% | · | 2% | 48%[activator]
